MPTP block – mitochondrial permeability transition pore inhibitors, primary screen, biochemical, isolated mouse mitochondria, absorbance; Ca2+ swelling absorbance, 30 min; inhibition, % at 10 µM; 1.4% of 360,000 active;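 active = inhibition of 50% or more, scaled per plate between neutral and stimulator controls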;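 note: 0% = DMSO wells given calcium and 100% = 1 mM EGTA wells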
hIAP act – human IAP activators, primary screen, biochemical, luminescence, uHTS; purified human IAP, CDP-Star luminescence, 30 min; stronger effect = higher value; 1 = vehicle-only enzyme, 0 = enzyme-free background; Intestinal-type alkaline phosphatase (Homo sapiens), P09923; 0.16% of 330,000 active; AID 2524, 2010; activation factor at 10 µM;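 active = activation factor of the enzyme at least 2-fold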; note: the source names both 10 and 20 µM as test concentration; values of inactives mirror those of a sister screen read the other way
Target sequence (P09923 whole entry, looked up): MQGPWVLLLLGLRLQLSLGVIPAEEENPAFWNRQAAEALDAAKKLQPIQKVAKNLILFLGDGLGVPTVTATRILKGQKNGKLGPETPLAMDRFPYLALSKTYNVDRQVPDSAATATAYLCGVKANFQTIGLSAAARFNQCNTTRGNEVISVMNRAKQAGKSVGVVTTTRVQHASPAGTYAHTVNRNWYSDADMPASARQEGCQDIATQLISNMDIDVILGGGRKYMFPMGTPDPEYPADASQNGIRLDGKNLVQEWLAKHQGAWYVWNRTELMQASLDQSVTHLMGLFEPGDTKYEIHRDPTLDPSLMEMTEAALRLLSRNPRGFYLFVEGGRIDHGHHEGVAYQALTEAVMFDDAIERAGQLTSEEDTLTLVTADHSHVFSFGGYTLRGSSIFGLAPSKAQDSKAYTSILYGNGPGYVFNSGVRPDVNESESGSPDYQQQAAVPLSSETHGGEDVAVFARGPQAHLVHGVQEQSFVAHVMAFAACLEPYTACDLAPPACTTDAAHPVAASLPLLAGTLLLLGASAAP
ATG4B inhibitor – ATG4B protease inhibitors, primary screen, biochemical, fluorescence, uHTS; Cysteine protease ATG4B (Homo sapiens), Q9Y4P1; ATG4B cleavage of LC3-PLA2, NBD-HPC fluorescence, 1 h; inhibition, % at 8.33 µM; 0.51% of 340,000 active; AID 504462, 2011; in the data active = inhibition above about 40%
A3A deaminase – APOBEC3A ssDNA deaminase inhibitors, primary screen, selectivity assay for APOBEC3G inhibitor project, biochemical, FAM/TAMRA oligo cleavage fluorescence. recombinant A3A, FAM/TAMRA ssDNA deamination fluorescence. inhibition, % at 20 µM. 0.41% of 330,000 active;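 active = at least 40% inhibition at 20 µM here, with at most 30% in a related deaminase screen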;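 note: plate controls were A3A with DMSO for no effect and wells lacking A3A enzyme for full effect; some results filed as inactive read as strong as hits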
Target sequence (P31941 whole entry, looked up): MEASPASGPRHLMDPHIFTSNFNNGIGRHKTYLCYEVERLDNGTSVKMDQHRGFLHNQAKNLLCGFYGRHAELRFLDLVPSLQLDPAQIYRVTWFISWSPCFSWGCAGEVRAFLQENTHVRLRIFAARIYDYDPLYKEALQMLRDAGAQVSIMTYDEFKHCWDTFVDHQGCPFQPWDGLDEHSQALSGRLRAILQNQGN
A3G deaminase – APOBEC3G DNA deaminase inhibitors, primary screen, biochemical, fluorescence, single-stranded DNA substrate, uHTS. 0.28% of 330,000 active. inhibition, % at 20 µM. AID 493012, 2011. DNA dC->dU-editing enzyme APOBEC-3G (Homo sapiens), Q9HC16. recombinant A3G, ssDNA deamination FAM/TAMRA fluorescence;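 active = inhibition of at least 40% at 20 µM, with no more than 30% in the related APOBEC3A deaminase screen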;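 note: plate controls were DMSO wells with A3G for no effect and wells lacking A3G enzyme for full effect; some compounds called inactive have numbers as strong as hits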
mIAP activ – activators of mouse IAP, primary screen, biochemical, luminescence, uHTS; intestinal alkaline phosphatase [Mus musculus]; muIAP, CDP-Star luminescence, 30 min; stronger effect = higher value; 1 = vehicle-only enzyme signal, 0 = enzyme-free wells; activation factor at 10 µM; 0.24% of 330,000 active;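 active = activation factor of at least 2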; note: the source names both 10 and 20 µM as test concentration; values of inactives mirror those of a sister screen read the other way
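Assay system: mouse IAP enzyme; reagent: chemiluminescent substrate CDP-Star; dosing: test compounds delivered from DMSO solution; schedule: 30 min at room temperature; measured by: luminescence from enzymatic CDP-Star hydrolysis; controls: DMSO-only wells and no-enzyme negative control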
beta cell repl – inducers of MIN6 beta-cell proliferation, primary screen, ATP luminescence, uHTS; MIN6 cells proliferation, ATPlite luminescence, 48 h; cells starved in 0.2% serum; 100% = growth in 10% serum; proliferation, % at 10 µM; 0.29% of 330,000 active;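 active = compounds whose signal lies at least 3.5 SD above the mean of all wells on their plate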;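 note: 0% = DMSO-treated cells in low-serum medium and 100% = 10% serum control; some compounds called inactive have numbers as strong as hits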
mIAP block – inhibitors of mouse IAP, primary screen, biochemical, luminescence, uHTS. intestinal alkaline phosphatase [Mus musculus]. purified mouse IAP, CDP-Star luminescence, 30 min. inhibition, % at 10 µM. 0.2% of 330,000 active;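 active = inhibition of at least 40% at 10 µM in the primary screen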;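 note: plate controls were DMSO with enzyme for no effect and no enzyme wells for full effect; values of inactives mirror those of a sister screen read the other way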
hIAP block – human IAP inhibitors, primary screen, biochemical, luminescence, uHTS. purified IAP, CDP-Star luminescence, 30 min. AID 2544, 2010. inhibition, % at 10 µM. Intestinal-type alkaline phosphatase (Homo sapiens), P09923. 0.12% of 330,000 active;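 active = inhibition reaching a set limit with compound at 10 µM in the primary screen, cut at about 35% in these data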;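 note: plate controls were DMSO wells with enzyme for no effect and no-enzyme buffer wells for full effect; values of inactives mirror those of a sister screen read the other way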
Active calls of the source: *; . = no result given; & = joins results of further samples.

SMILES	MPTP block	hIAP act	ATG4B inhibitor	A3A deaminase	A3G deaminase	mIAP activ	beta cell repl	mIAP block	hIAP block
CCS(=O)(=O)N1CCCC(C(=O)NC2CCC(C)CC2)C1 (stereo not drawn)	0.4	0.91	-9	3	-6	1	-1	-4	9
Cc1ccccc1C([O-])=Nc1ccc[n+](-c2nc3ccccc3nc2NS(=O)(=O)c2ccccc2)c1	.	1	-16	-5	-5	0.98	-2	2	0
CCOC(=O)Nc1ccc2c(c1)N(C(=O)CCN1CCN3CCCC3C1)c1ccccc1CC2 (stereo not drawn)	-0.1	1.1	-13	-4	-3	1.1	-2	-9	-11
NC(=O)c1cc(S(=O)(=O)NCc2ccccc2)cs1	0.4	0.87	-5	-8	-8	0.96	-3	4	13
CC12CC(c3ccccc3O1)N(C(=O)c1ccc(Br)o1)C(=O)N2c1ccccc1 (stereo not drawn)	1.4	0.88	-12	-3	-3	1	-5	-3	12
O=C(Nc1ccccc1Cl)Oc1ccc(-c2ccccc2)cc1	0.2	0.96	-4	-4	-6	1	-2	-3	4
Cc1cc(CO)nn1-c1ccc([N+](=O)[O-])cc1	2.2	1.1	0	1	0	1.1	-3	-8	-14
Cc1noc(C)c1C(=O)Nc1c(F)cc(F)cc1Br	-0.9	0.94	-4	-1	-2	0.95	1	5	6
O=S(=O)(c1cccc2nsnc12)N1CCNCC1	-1.1	0.95	5	0	-6	0.93	-3	7	5
O=C(CN1c2ccccc2Sc2ccccc21)N/N=C/c1ccc(Cl)cc1Cl	-0.8	1.1	-8	1	2	1	-3	-1	-6
CC1CCN(c2ccc(NC(=O)Cn3c(=O)oc4ccccc43)cc2)CC1	1.1	0.97	-1	1	22	1.1	-3	-5	3
Cc1c(N2C(=O)CSC2=S)c(=O)n(-c2ccccc2)n1C	-1.6	0.94	11	-5	-10	0.85	-1	15	6
CN(C(=S)NC(=O)c1ccccc1)c1c(N)n(Cc2ccccc2)c(=O)[nH]c1=O	1.4	1	-7	2	0	0.95	-4	5	-2
Cc1nn(C)cc1CNC(=O)C1CCC(=O)N(Cc2cccc(C(F)(F)F)c2)C1 (stereo not drawn)	0.7	0.96	1	-1	-5	1	6	0	4
Cc1cccc(-c2nsc(SCC(=O)N3CCCC3)n2)c1	-0.5	1.3	-7	-1	-3	0.94	-1	6	-32
O=C(CCCn1c(=S)[nH]c2cc3c(cc2c1=O)OCO3)NCc1ccco1	-0.1	1	7	2	-8	1.1	-1	-6	-2
COc1ccc(CNCc2cn(-c3cccc(F)c3)nc2-c2ccc(C)o2)cc1	2.2	1.2	12	-3	-5	1.1	-6	-7	-22
Cc1sc(NC(=O)CSc2nnc(C(C)C)n2C)c(C#N)c1C	0.7	0.96	-14	2	1	0.99	0	1	4
COc1ccc(Cn2c(=O)sc3ccccc32)cc1OC	73*	0.92	-7	-3	-10	1	-6	0	8
O=C(NNC(=S)NCc1ccco1)c1cccs1	0.6	1.3	-5	-1	0	0.93	1	7	-34
Cc1ccc(C)c(Cn2c(=O)n(CCC(=O)NCc3ccco3)c(=O)c3sccc32)c1	0.0	0.85	5	-9	-6	0.98	1	2	15
COCc1c(C(=O)N/N=C/c2ccncc2)nnn1-c1nonc1N	2.4	1	-5	0	-4	0.96	-4	4	-4
Nc1ncn([C@@H]2O[C@H](CO)[C@@H](O)[C@H]2O)c(=O)n1	2.5	0.94	9	3	-3	1	-5	-2	6
CC1(C)Cc2ccccc2-c2nnc(C(F)(F)F)n21	-2.4	1.1	-2	0	1	1	0	-1	-9
O=C(Nc1ccc(-c2cn3c(n2)SCC3)cc1)c1ccco1	0.5	1.1	-7	-2	-2	1.1	-1	-6	-10
C=CCc1ccccc1OCC(O)CN1CCN(c2ccccc2OC)CC1 (stereo not drawn)	2.3&0.4	0.99	3	-2	-4	1	-2	-2	1
c1ccc(-n2nnnc2Sc2ncnc3sc4c(c23)CCCC4)cc1	1.7	0.88	32	-1	-5	0.95	-5	5	12
CCOc1ccccc1NC(=O)CN1CCN(Cc2ccccc2)CC1	-0.3	0.98	-5	-4	-9	0.99	0	1	2
CCOc1ccc(N(CC(=O)NCc2ccccc2)C(=O)CCC(=O)Nc2nccs2)cc1	-1.1	1	-6	-2	-8	1	1	-5	0
CC(C)CNC(=O)C(=O)Nc1cc2c3c(c1)C(C)C(=O)N3CCC2 (stereo not drawn)	-0.1	1.1	-1	-6	-1	1.1	-6	-7	-8

Marked active in MPTP block, among the entries above:
structure	MPTP block	hIAP act	ATG4B inhibitor	A3A deaminase	A3G deaminase	mIAP activ	mIAP block	hIAP block
COc1ccc(Cn2c(=O)sc3ccccc32)cc1OC	73*	0.92	-7	-3	-10	1	0	8

Following part.
SMILES	MPTP block	hIAP act	ATG4B inhibitor	A3A deaminase	A3G deaminase	mIAP activ	beta cell repl	mIAP block	hIAP block
Cc1ccccc1NC(=S)N1CCN(c2ccccc2C)CC1	0.1	0.95	5	-7	7	1	-1	-1	5
CC(OC(=O)c1ccccc1C(=O)N(C)c1ccccc1)C(=O)Nc1ccccc1[N+](=O)[O-] (stereo not drawn)	-0.7	0.89	-7	-2	-4	0.98	8	2	12
Cc1c(OCC(=O)NCCCn2ccnc2)ccc2c3c(c(=O)oc12)CCCC3	-1.0	1.1	-10	5	2	1	1	-4	-6
O=C(O)/C=C/C(=O)c1c(-c2ccccc2)[nH]c2ccccc12	-0.3	1.1	1	-5	3	0.93	2	7	-6
COc1ccc(NC(=O)c2cccnc2N2CCOCC2)cc1	0.4	1.1	-10	6	3	1	0	-3	-6
C=CCn1c(-c2cccn(Cc3ccccc3)c2=O)n[nH]c1=S	1.8	0.9	-5	-2	28	0.94	0	6	10
COc1ccccc1NC(=O)COC(=O)c1cc2ccccc2cc1O	-1.8	0.99	0	0	-3	0.94	-2	6	1
COC(=O)c1ccc(C(=O)Nc2ccc3nc(-c4ccncc4)[nH]c3c2)cc1	7.7	1.1	-7	-2	-3	1	-3	-5	-6
COCc1c(Br)c(C)nc(OCC(=O)N/N=C/c2ccco2)c1C#N	0.6	0.99	-13	29	9	0.98	-2	2	1
Cc1cc2ncn(-c3ncnc4scc(-c5ccccc5)c34)c2cc1C	0.4	0.97	-3	0	9	0.97	1	3	2
O=C(CS(=O)CC(=O)N(c1ccccc1)C(C(=O)NC1CCCCC1)c1ccco1)Nc1ccc(F)cc1 (stereo not drawn)	-0.4	1.1	27	-6	-6	1.1	-1	-9	-7
O=C(N/N=C/c1ccc([N+](=O)[O-])o1)C1CCCC1	1.8	1.2	-5	-3	-2	0.81	0	19	-21
O=C(NCC1CCCO1)c1cc2n(n1)C(C(F)(F)F)CC(c1ccc(Br)cc1)N2 (stereo not drawn)	1.1	1.1	-1	-1	-1	1	0	-3	-8
CC(C)c1ccc(C2C(C(=O)c3ccco3)=C(O)C(=O)N2CCN2CCOCC2)cc1 (stereo not drawn)	0.4	0.89	3	-3	-14	0.93	1	7	11
COc1cccc(NC(=O)C2CCN(S(=O)(=O)c3ccc4c(c3)NC(=O)CO4)CC2)c1	-2.0	1.2	-7	-3	-3	1.2	-1	-20	-22
O=C1COc2ccc(N3C(=O)c4ccccc4C3=O)cc2N1	.	0.89	.	0	-2	0.97	-2	3	11
COc1ccc(OC)c(C2C(C(=O)O)c3ccccc3C(=O)N2C)c1 (stereo not drawn)	0.8	1	-9	-2	-1	1	-3	-3	-1
COc1cccc(NC(=O)N2CCC(NC(=O)C3CCCCC3)CC2)c1	-1.9	1	-11	0	-4	1	0	-4	0
COc1cccc(NC(=O)COC(=O)c2c(F)cccc2Cl)c1	0.2	0.93	2	7	-1	1.1	2	-10	7
O=C(c1cc(-c2ccc(F)cc2)on1)N1CCN(c2ccc(F)cc2)CC1	0.8	0.98	4	7	0	1.1	-1	-7	2
O=C(Nc1nnc(CCc2ccccc2)s1)c1ccccc1	0.4	1.1	-7	2	20	1.1	-3	-8	-9
Cc1nc2ccccn2c1P(=O)(N1CCCCC1)N1CCCCC1	-0.7	1.2	-12	-2	-4	1.1	-1	-7	-17
O=C(CSc1nc2cc([N+](=O)[O-])ccc2n1-c1ccc(F)cc1)NC1CCS(=O)(=O)C1 (stereo not drawn)	0.4	0.98	-18	-5	-9	0.94	1	6	2
Cc1cc(C(=O)COC(=O)c2ccc[nH]c2=O)c(C)n1C	-0.1	0.98	-5	-3	-8	1	-1	-1	2
CNC(=O)c1ccsc1NC(=O)CS(=O)(=O)c1ccc(Cl)cc1	0.7	1	1	-3	-1	1	0	-1	-2
CC1CCCC(C)N1S(=O)(=O)c1ccc(S(=O)(=O)N2CCOCC2)cc1 (stereo not drawn)	2.0	1.3	-1	-7	-1	1.1	-1	-8	-29
CC1CCCCC12NC(=O)N(CC(=O)NCc1ccccc1Cl)C2=O (stereo not drawn)	-0.9	0.98	2	-1	-4	1	-3	-2	2
C#CCOCCOCCOCCNc1nc(N2CCN(C(=O)[C@H](Cc3ccc(O)cc3)n3cc([C@@H](N)CC(C)C)nn3)CC2)nc(N2CCN(C(=O)[C@H](Cc3ccc(O)cc3)n3cc([C@@H](N)CC(C)C)nn3)CC2)n1	.	0.98	.	2	0	1.1	-4	-6	2
Cn1nc(N)c2c(-c3ccccc3)c(C#N)c(N)nc21	-5.1	0.87	-1	-1	-3	1	0	-2	13
Cc1nc2sccn2c(=O)c1S(=O)(=O)NCc1ccccc1Cl	-1.0	0.86	-4	-3	-9	0.85	7	15	14
O=C(O)C1Cc2ccccc2-c2ccccc2C1	2.0	0.98	-2	5	-1	1.1	2	-6	2
COc1ccc2[nH]c3c(c2c1)CCN1C(=O)C(CC(=O)NCCCn2ccnc2)C[C@H](C(=O)N(C(C)C)C(C)C)[C@@]31C (stereo partly drawn)	0.1	.	.	-1	-2	1.1	.	-9	.
CCCCNC(=O)CN(c1cccc(Br)c1)S(C)(=O)=O	-0.8	1.3	7	2	-1	1.2	2	-18	-32
c1coc(-c2ccnc3nc(-n4cccc4)nn23)c1	-0.5	0.88	-3	18	17	0.96	-1	4	12
COc1cccc(OC)c1OCCCCN1CCC(Cc2ccccc2)CC1	11	1	-6	5	-5	0.96	-2	4	-1
CN(C)CCCN(C(=O)c1ccc(Br)s1)c1nc2cc3c(cc2s1)OCO3	-1.2	0.95	-3	1	-1	0.96	-5	4	4
O=C(O)CCCCCNS(=O)(=O)c1ccc2c3c(cccc13)C(=O)N2	-0.3	0.88	-4	5	-3	0.92	-1	8	12

Reprinted at random: 3 records from the list.
SMILES	MPTP block	hIAP act	ATG4B inhibitor	A3A deaminase	A3G deaminase	mIAP activ	beta cell repl	mIAP block	hIAP block
Cc1ccccc1NC(=S)N1CCN(c2ccccc2C)CC1	0.1	0.95	5	-7	7	1	-1	-1	5
O=C(O)CCCCCNS(=O)(=O)c1ccc2c3c(cccc13)C(=O)N2	-0.3	0.88	-4	5	-3	0.92	-1	8	12
COc1cccc(NC(=O)N2CCC(NC(=O)C3CCCCC3)CC2)c1	-1.9	1	-11	0	-4	1	0	-4	0

Compound activity as filed in PubChem BioAssay.
